Pyk2 oligo antag = Pyk2 (human) oligomerization antagonism; Q14289; Q293 cells, Pyk2 FERM NanoBiT luminescence; stronger effect = lower value; z-score (the deposit names both 25 µM and 10 µM); hit rate 0.83% among 99,000; AID 1347419;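 active = Z-score of -3 or lower, scaled per plate to the spread of control and sample wells; inactive = z-score above -3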;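 also: negative z-score means lost luminescence so less FERM oligomerization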
CYP2C19 inh = blocks human cytochrome P450 2C19; P33261; CYP2C19 Supersomes, luciferin-H EGE luminescence, 30 min; inhibition, % at 5 µM; hit rate 21% among 96,000; AID 778;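 active = CYP2C19 inhibition above a set limit at 5 µM in the primary screen, cut at about 50% in these data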;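 also: plate controls were negative control wells for no effect and 2.5 mM tranylcypromine positive control for full effect; values of inactives mirror those of a sister screen read the other way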
PLAP activator = human PLAP activation; activation fold at 20 µM; hit rate 1.2% among 96,000; purified PLAP enzyme, luminescent substrate read-out; stronger effect = higher value; AID 696; P05187; in the data active = activation fold above about 2
Target sequence (P05187 whole entry, looked up): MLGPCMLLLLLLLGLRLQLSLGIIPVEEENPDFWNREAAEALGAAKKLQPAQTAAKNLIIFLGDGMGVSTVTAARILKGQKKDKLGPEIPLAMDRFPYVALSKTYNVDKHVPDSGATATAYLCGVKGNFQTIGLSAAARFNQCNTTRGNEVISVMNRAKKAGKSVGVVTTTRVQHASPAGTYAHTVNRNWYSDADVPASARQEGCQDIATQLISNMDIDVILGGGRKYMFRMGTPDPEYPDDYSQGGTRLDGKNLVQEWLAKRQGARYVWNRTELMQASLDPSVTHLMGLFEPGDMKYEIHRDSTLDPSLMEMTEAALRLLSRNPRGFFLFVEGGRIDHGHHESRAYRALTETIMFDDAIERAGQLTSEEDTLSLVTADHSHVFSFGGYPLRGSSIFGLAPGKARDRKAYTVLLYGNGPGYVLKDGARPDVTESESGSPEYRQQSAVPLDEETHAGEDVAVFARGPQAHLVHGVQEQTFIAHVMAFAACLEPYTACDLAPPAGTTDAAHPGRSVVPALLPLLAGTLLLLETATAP
PostGolgi yeast = growth inhibition of a yeast mutant, post-Golgi transport screen; post-Golgi transport phenotypic cell assay; AID 739; inhibition, % at 10 µM; hit rate 0.9% among 98,000; in the data active = inhibition above about 30%;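 also: yeast cells grown in 1536-well plates; yeast grown about 18 h at 30C before absorbance read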
EphB4 ephrin blk = EphB4-ephrin-B2 interaction antagonism; EphB4 LBD / TNYL-RAW-Alexa532 peptide, fluorescence polarization; P54760; inhibition, % at 7 µM; AID 720; hit rate 0.15% among 97,000;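 active = inhibition above the screen-wide mean inhibition plus 3 SD, cut at about 15% in these data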;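 also: 0% = DMSO wells and 100% = excess unlabeled TNYL-RAW peptide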
CYP2C19 act = increases human CYP2C19 enzyme activity; recombinant CYP2C19, luciferin-H EGE luminescence; stronger effect = higher value; 0 = fully inhibited enzyme, 1 = untreated enzyme; activation factor at 5 µM; 96,000 tested, under 10 active; AID 1025;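 active = activation factor of at least 2 at 5 µM in the primary screen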;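 also: 0 = wells with 2.5 mM tranylcypromine and 1 = vehicle-only wells; values of inactives mirror those of a sister screen read the other way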
CYP2C9 inhib = human CYP2C9 inhibition; P11712; CYP2C9 Supersomes, luciferin-H conversion, luminescence; inhibition, % at 5 µM; hit rate 20% among 96,000;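 active = blocking of liver enzyme CYP2C9 beyond about 50% at 5 µM, limit read from the data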; also: values of inactives mirror those of a sister screen read the other way
Target sequence (P11712 whole entry, looked up): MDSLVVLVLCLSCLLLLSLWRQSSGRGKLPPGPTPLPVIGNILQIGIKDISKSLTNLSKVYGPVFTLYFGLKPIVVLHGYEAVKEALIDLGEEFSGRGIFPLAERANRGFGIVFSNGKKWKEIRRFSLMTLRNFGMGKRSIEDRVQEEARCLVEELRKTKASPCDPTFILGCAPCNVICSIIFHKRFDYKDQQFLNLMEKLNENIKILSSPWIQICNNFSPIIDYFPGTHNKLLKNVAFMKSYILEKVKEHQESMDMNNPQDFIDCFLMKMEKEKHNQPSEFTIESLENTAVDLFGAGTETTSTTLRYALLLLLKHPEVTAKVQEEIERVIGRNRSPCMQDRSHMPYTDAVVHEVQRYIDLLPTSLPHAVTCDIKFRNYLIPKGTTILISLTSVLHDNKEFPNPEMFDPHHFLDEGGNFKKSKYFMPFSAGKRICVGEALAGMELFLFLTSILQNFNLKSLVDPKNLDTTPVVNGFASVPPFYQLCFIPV
CYP2C9 activ = activators of human CYP2C9. P11712. recombinant CYP2C9, luciferin-H conversion, luminescence; stronger effect = higher value; factor 1 = untreated enzyme, 0 = blocked. activation factor at 5 µM. hit rate 1.4% among 96,000. AID 1024;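 active = activation factor of 2 or more for CYP2C9 at a 5 µM dose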;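 also: 0 = sulfaphenazole-blocked wells and 1 = vehicle-only wells; values of inactives mirror those of a sister screen read the other way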
Ecoli WT expand = growth inhibitors of E. coli BW25113 wild type; OD600 absorbance; AID 710; growth inhibition, % at 100 µM; hit rate 0.15% among 98,000;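 active = growth inhibition above about 50% at one test dose, limit read from the data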;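 also: growth measured after 20 h incubation at 37 °C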
* marks the source's active call; other numbers are inactive results; . = not tested or not shown.

The first four records, to show the layout:
SMILES	Pyk2 oligo antag	CYP2C19 inh	PLAP activator	PostGolgi yeast	EphB4 ephrin blk	CYP2C19 act	CYP2C9 inhib	CYP2C9 activ	Ecoli WT expand
CCOC(=O)C1=C(C)NC(=O)C(C#N)C1c1ccco1 (stereo not drawn)	1.6	26	1.4	0	3	0.7	21	0.8	3
N/C(CC(=O)Nc1cccc(C(F)(F)F)c1)=N/O	0.68	11	1	-2	-10	0.9	0	1	7
Cc1onc(-c2ccccc2Cl)c1C(=O)N/N=C(\N)COc1ccc(Cl)cc1	-0.34	0	1.3	-7	1	1	34	0.7	-8
CCn1c2ccccc2c2cc(NC(=O)c3ccc([N+](=O)[O-])cc3)ccc21	-1.1	2	0.9	-7	-7	1	-10	1.1	-4

Main list, repeating the preview:
SMILES	Pyk2 oligo antag	CYP2C19 inh	PLAP activator	PostGolgi yeast	EphB4 ephrin blk	CYP2C19 act	CYP2C9 inhib	CYP2C9 activ	Ecoli WT expand
CCOC(=O)C1=C(C)NC(=O)C(C#N)C1c1ccco1 (stereo not drawn)	1.6	26	1.4	0	3	0.7	21	0.8	3
N/C(CC(=O)Nc1cccc(C(F)(F)F)c1)=N/O	0.68	11	1	-2	-10	0.9	0	1	7
Cc1onc(-c2ccccc2Cl)c1C(=O)N/N=C(\N)COc1ccc(Cl)cc1	-0.34	0	1.3	-7	1	1	34	0.7	-8
CCn1c2ccccc2c2cc(NC(=O)c3ccc([N+](=O)[O-])cc3)ccc21	-1.1	2	0.9	-7	-7	1	-10	1.1	-4
CN(C)c1ccc(/C=N/N=C2/NC(=O)/C(=C/c3ccc([N+](=O)[O-])cc3)S2)cc1	-2.5	7	1.1	7	0	0.9	-19	1.2	-7
CCOC(=O)Nc1cc(C(=O)OC)cc(C(=O)OC)c1	-0.72	9	1	9	11	0.9	20	0.8	-2
COc1cccc(N2CC(C(=O)Nc3ccc(C(=O)OC(C)C)cc3)CC2=O)c1 (stereo not drawn)	-0.64	51*	1.1	3	-4	0.5	71*	0.3	-8
COc1ccc(NC(=O)CCNS(=O)(=O)c2ccc3c(c2)c(=O)n(C)c(=O)n3C)cc1	-0.05	-2	1.1	9	-4	1	-12	1.1	1
COc1ccc(C(c2nnnn2CC2CCCO2)N2CCN(c3cccc(C)c3C)CC2)cc1 (stereo not drawn)	-3	21	1.6	2	-1	0.8	66*	0.3	-6
CCOC(=O)c1sc(-c2ccccc2)cc1N	-0.57	90*	0.9	4	-6	0.1	80*	0.2	0
COc1ccc(-n2c(SCC#N)nnc2-c2cccnc2)cc1	1.1	14	0.9	7	-2	0.9	0	1	0
CCCCN(CCCC)C(=O)CCS(=O)(=O)c1ccc2c(c1)n(C)c(=O)c(=O)n2C	-0.13	3	1	-4	-1	1	14	0.9	2
O=C(CC1Nc2ccccc2NC1=O)NCCc1ccccc1 (stereo not drawn)	-0.07	46	1.2	-5	5	0.5	-24	1.2	3
COc1ccc(C(C(C(=O)c2ccco2)N2CCOCC2)N2CCOCC2)cc1 (stereo not drawn)	0.54	-2	0.9	-16	2	1	0	1	-5
Cc1cccc(CSc2nnc(-c3cccs3)n2Cc2ccco2)c1	-1.7	69*	1.1	-5	0	0.3	53*	0.5	-12
CCNC(=S)N/N=C/c1cccs1	-0.38	13	1.2	-5	1	0.9	1	1	17
CCOCCCNC(=O)c1cn(C)c2ccc(S(=O)(=O)N(C)C3CCCCC3)cc2c1=O	.	3	1.7	-1	10	1	23	0.8	-6
Cc1ccc(Nc2ncnc3c2oc2ccccc23)cc1	-0.49	53*	0.8	2	5	0.5	32	0.7	-6
Cc1cccc2cc(CN(Cc3cccs3)Cc3nnnn3Cc3ccccc3)c(=O)[nH]c12	-2.5	65*	0.9	-5	-2	0.4	42	0.6	-8
Cc1nc(/N=C(\N)NC(=O)c2ccccc2)nc2ccccc12	-2	-7	1	-2	2	1.1	-31	1.3	1
CCC(=O)N1CC23C=CC(CC2CC12CCCCC2)O3 (stereo not drawn)	-0.38	2	0.9	0	.	1	-6	1.1	-4
CC(c1nnc(SCC(=O)N2CCc3ccccc32)n1-c1ccc(Cl)cc1)N(C)C (stereo not drawn)	-0.14	61*	1.4	-4	-5	0.4	21	0.8	3
COc1ccc(Cc2nc(-c3ccc(NC(=O)c4cccnc4)cc3)no2)cc1	-0.2	11	0.9	-11	-6	0.9	24	0.8	6
N#CCCS(=O)(=O)c1nnnn1-c1ccccc1	.	-2	1	.	0	1	-9	1.1	.
CCCn1nc2cc(C(=O)NCc3ccc(OC(F)(F)F)cc3)ccc2c1OCC	.	45	1.5	10	1	0.6	63*	0.4	-4
Cc1ccc(NC(=O)c2noc3c2CCc2ccccc2-3)cc1	-0.45	-7	0.8	7	-4	1.1	-34	1.3	-3
CC1CCCN(S(=O)(=O)c2ccc(NC(=O)CN3CCN(C)CC3)cc2)C1 (stereo not drawn)	-0.08	-8	1.5	-10	-2	1.1	-2	1	2
Cc1nnc2n1N=CC=C(C(C)(C)C)S2	0.01	-2	0.9	-6	-3	1	15	0.9	1
Cc1nn(C(C)(C)C)c(OC(=O)c2ccc3c(c2)OCO3)c1S(=O)(=O)c1ccccc1	-2.6	62*	1.3	4	2	0.4	83*	0.2	-11
C/C(=N\NC(=O)c1ccccc1)c1ccc2c(c1)OCO2	0.9	9	0.8	28	0	0.9	7	0.9	1
Cc1sc2ncnc(SCC(=O)N3CCC(c4noc5ccc(F)cc45)CC3)c2c1C	1.3	65*	1.4	83*	0	0.4	79*	0.2	-3
CCCCSc1nnc2c(n1)OC(C(=O)c1ccccc1)Nc1ccccc1-2 (stereo not drawn)	.	49	1.7	8	0	0.5	87*	0.1	-6
O=S(=O)(c1ccc(-c2cn3ccccc3n2)cc1)N1CCOCC1	-0.66	5	1.3	-2	-4	0.9	55*	0.5	3
Cc1c(-c2ccc(F)cc2)nc(N)c(C#N)c1-c1ccco1	1.6	2	1	2	1	1	4	1	-4
O=C(NC(=S)Nc1cc([N+](=O)[O-])ccc1Cl)c1ccccc1	-1.3	8	0.9	17	-7	0.9	10	0.9	-8
COC(=O)c1cn(C(=O)OC)c2ccccc12	0.45	45	1.1	7	-1	0.5	-9	1.1	1
CCOC(=O)COc1c(OC)cc(Cl)cc1C1Nc2ccccc2C(=O)N1c1ccc(F)cc1 (stereo not drawn)	-2.3	67*	1.4	-12	-1	0.3	90*	0.1	-11
O=C(Cn1cnc2ccccc2c1=O)Nc1ccc2c(c1)OCCO2	-0.43	-6	1	-8	-14	1.1	21	0.8	6
CC(=O)NCCn1c(SCC(=O)NCCC2=CCCCC2)nc2ccccc2c1=O	-0.34	31	1.3	8	-4	0.7	20	0.8	3
CC1CCCCC1NC(=O)CSc1nc2ccccc2c(=O)n1Cc1ccco1 (stereo not drawn)	0.07	14	1	.	.	0.9	4	1	.
O=C(CN1C(=O)c2ccccc2C1=O)OC(C(=O)c1ccc(Cl)cc1)c1ccccc1 (stereo not drawn)	0.21	45	0.8	6	-6	0.5	45	0.6	-6
O=C(O)CCC(=O)NC1CCCCC1	0.74	-8	1.1	0	3	1.1	21	0.8	6
O=C(CCN1C(=O)c2ccccc2C1=O)Nn1cnnc1	-0.19	-2	1	1	.	1	90*	0.1	5
CCOC(=O)Cc1nnc(NC(=O)COc2ccc(F)cc2)s1	-0.33	0	1	-2	1	1	21	0.8	-14
N#CCCSCc1ccc(OCC(=O)O)cc1	0.39	-10	1.3	-2	1	1.1	-35	1.3	0
CCOC(=O)c1sc(NC(=O)CSc2nc3c(cc2C#N)CCCCCC3)c(C#N)c1C	-3.4*	16	1.3	-2	0	0.8	68*	0.3	-5
COc1cc(Br)cc2cc(C(=O)N3CCN(C(=O)c4ccco4)CC3)c(=O)oc12	0.48	-14	1.3	5	2	1.1	-14	1.1	-1
O=C(Nc1ccc2c(c1)nc1n2CCSC1)c1ccccc1	0.28	38	1.1	4	-11	0.6	54*	0.5	5
Cc1ccc2nc(C(=O)O)c(C(=O)O)nc2c1	0.64	-2	0.9	25	-3	1	2	1	0
CCOC(=O)C(CCC#N)(CCC#N)C(=O)OCC	0.38	4	0.9	8	0	1	4	1	3
CCOC(=O)C1=C(C)NC(=O)CC1c1ccccc1 (stereo not drawn)	0.41	8	1	-3	1	0.9	-3	1	-4
N#CNC1=NCN(Cc2ccccc2)CN1	-0.02	-8	1.1	-5	2	1.1	-12	1.1	4
c1ccc(Oc2nc(N3CCOCC3)nc(N3CCOCC3)n2)cc1	-0.24	16	1	20	5	0.8	25	0.8	-7
O=C(CSCc1cccc(Br)c1)N1CCOCC1	0.44	71*	0.8	2	8	0.3	-8	1.1	-6
Cc1csc(NC(=O)CCS(=O)(=O)c2ccc(Br)cc2)n1	1.4	42	1.1	-8	4	0.6	85*	0.1	7
Cc1noc(C(=O)Nc2sc3c(c2C#N)CCC3)c1Cl	.	10	1	-6	-9	0.9	37	0.6	-14
COc1ccc(-c2ccc(-c3noc(C4CCCCC4)n3)c(OC)n2)cc1	-0.68	12	1.5	-6	2	0.9	24	0.8	-15
CCCn1c(C(C)NC(C)=O)nc2ccccc21 (stereo not drawn)	.	-16	1.2	8	.	1.2	-14	1.1	0
CCOC(=O)Cn1c(=O)c2c(nc3n2CCN3c2ccc(C)cc2)n(C)c1=O	.	31	1.7	.	.	0.7	9	0.9	.
CCn1nnc(NC(=O)c2ccc(C(C)(C)C)cc2)n1	0.03	12	1	-10	.	0.9	8	0.9	5
Further entries.
SMILES	Pyk2 oligo antag	CYP2C19 inh	PLAP activator	PostGolgi yeast	EphB4 ephrin blk	CYP2C19 act	CYP2C9 inhib	CYP2C9 activ	Ecoli WT expand
CCOC(=O)c1sc(NC(=O)COC(=O)c2ccco2)nc1C	0.42	-1	1	5	6	1	20	0.8	-10
Cc1ccc(Cn2c(Cc3ccccc3)nc3ccccc32)cc1	-1.1	41	0.9	2	-5	0.6	44	0.6	5
O=C1CCCc2c1[nH]c1ccc(CN3CCCCC3)cc21	1.4	-4	0.8	-10	-2	1	-6	1.1	3
N#Cc1nc(Cc2ccccc2)oc1N1CCN(c2cccc(Cl)c2)CC1	0.61	28	1	-6	5	0.7	42	0.6	-10
COC(=O)C1C(O)=C(C=NCC(C)N=CC2=C(O)C(C(=O)OC)C(C)(C)CC2=O)C(=O)CC1(C)C (stereo not drawn)	0.41	0	2.2*	11	3	1	-6	1.1	3
O=C(Nc1sc2c(c1C(=O)NC1CC1)CCCCCC2)c1ccco1	-1.2	10	0.8	16	-3	0.9	33	0.7	-8
COc1ccc(OC)c(-c2cc(C3CCN(c4cc(Cl)nc(N)n4)CC3)[nH]n2)c1	-2.1	36	1.3	-4	0	0.6	-26	1.3	-2
Cc1nc(NNC(=O)c2ccc([N+](=O)[O-])cc2)cc(-c2ccccc2)n1	.	14	1	0	-1	0.9	48	0.5	-3
CCOc1ccc2nc(NC(=O)CSc3nc4ccccc4c(=O)n3Cc3ccco3)sc2c1	-0.61	26	1.1	1	7	0.7	32	0.7	-18
O=C(Nc1cccc(-c2cn3cccnc3n2)c1)c1ccc(Br)o1	-1.1	-3	0.8	-16	-5	1	58*	0.4	6
Cc1cc(C)nc(SCc2nnc(SCC(=O)NCc3ccco3)n2-c2ccccc2)n1	0.06	44	1.7	-7	8	0.6	60*	0.4	2
CCCn1c(N)c(C(=O)CSc2nnnn2-c2ccc(O)cc2)c(=O)n(C)c1=O	1.5	10	1.3	-7	-2	0.9	-41	1.4	-5
O=C1CCN(Cc2nnnn2CC2CCCO2)c2ccccc2N1 (stereo not drawn)	-0.23	-10	1	-1	-3	1.1	-9	1.1	3
COc1ccc(-n2nc3cc(C)c(NC(=O)c4cccnc4)cc3n2)cc1	-0.78	0	0.8	-2	8	1	24	0.8	-5
Cn1cccc1/C=C1\SC(=O)N(CC(=O)Nc2ccc(Cl)cc2)C1=O	-1.8	22	0.8	-6	-10	0.8	36	0.6	3
Cc1ccc(-n2ncc3c(=O)[nH]c(SCC(=O)N4CCCCC4)nc32)cc1	.	-14	1.2	4	5	1.1	9	0.9	-1

From PubChem
